# Cneo AK release: Cryptococcus neoformans cell lysis inducers, primary screen, AK release luminescence, single concentration | lysis activity, % at 15 µM | 0.2% of 360,000 active | C. neoformans lysis, adenylate kinase release luminescence, 4 h; normalised: neutral wells 0, clomiphene wells 100;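 active = mean lysis activity across replicates of at least 80%, whatever share of replicates individually reach that level; inactive = mean lysis activity below 80%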
#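 read-out = cell lysis signal | test system = log-phase Cryptococcus neoformans yeast cells | input = cells at 5 × 10^6 per mL | medium = fresh YPD growth medium | signal = luminescent adenylate kinase detection reagent | timing = 4 h at 37 °C static, read 1 h later | dosing = single dose | controls = Clomiphene as positive lysis control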
# Casp6 inh: human caspase-6 inhibitors, primary screen, biochemical, VEID-R110 fluorescence, single point, set 2 | P55212 | purified caspase-6, Z-VEID-R110 cleavage fluorescence | inhibition, % at 12.5 µM | 0.53% of 350,000 active | AID 686996, 2013;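 active = mean inhibition across replicates at least about 35%, with every replicate also reaching that limit, limit read from the data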;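 note: 0% = median of neutral control wells and 100% = no fluorescence left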
# Target sequence (P55212 24-179 limits assumed): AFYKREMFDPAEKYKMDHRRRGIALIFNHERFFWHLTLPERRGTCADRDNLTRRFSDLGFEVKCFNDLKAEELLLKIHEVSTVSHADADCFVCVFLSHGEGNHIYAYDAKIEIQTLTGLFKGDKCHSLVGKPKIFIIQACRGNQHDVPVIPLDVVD
# Target sequence (P55212 194-293 limits assumed): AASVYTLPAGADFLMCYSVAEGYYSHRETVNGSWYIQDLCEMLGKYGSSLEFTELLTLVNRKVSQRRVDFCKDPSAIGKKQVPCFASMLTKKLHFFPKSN
# LGR2 inh: inhibitors of bursicon-induced LGR2 CRE-luciferase signal, primary screen, cell-based, HEK293, CRE-luciferase reporter, bursicon stimulation; Drosophila bursicon receptor LGR2 (rickets); bursicon-stimulated, 4 h; inhibition, % at 9.99 µM; 0.35% of 380,000 active; AID 720647, 2013;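 active = drop in luminescence signal, shown as inhibition above about 50% in the replicate tests, limit read from the data, passing the limit was not always enough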;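 note: agonist challenge used bursicon conditioned medium at about half maximal strength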
# FN deposit inh: inhibitors of fibronectin matrix deposition, primary screen, AH1F cells, Alexa488-fibronectin fluorescence, plate reader | AH1F fibroblasts, overnight | inhibition, % at 12.6 µM | 0.086% of 350,000 active;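 active = mean inhibition across replicates of 30% or more, regardless of how many single replicates reach that level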;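 note: positive control wells lacked labelled fibronectin entirely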
#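 Assay system: AH1F fibroblasts assembling fluorescent fibronectin matrix; Amount: 10000 AH1F cells per well; Buffer or medium: DMEM, 2% serum; Probe or stimulus: Alexa488-fibronectin, 24 nM final in well; Doses: single compound dose, delivered by pin transfer; Incubation: 1 h adhesion, overnight exposure; Measured by: fluorescence 485/525 nm; Read-out: fibronectin deposition inhibition.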
# PAX8 inh HTS: inhibitors of PAX8-driven TPO luciferase reporter, primary screen, RMG-I cells, single concentration; SteadyGlo, 24 h; inhibition, % at 12.6 µM; 1.2% of 360,000 active;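 active = mean replicate inhibition at least 60% with every replicate also reaching 60%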;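 note: luciferase light reporting Pax8 driven TPO promoter activity; plate controls were median of neutral control wells for no effect and mitoxantrone controls for full effect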
# EWS-Fli block: EWS/Fli-driven NR0B1 reporter inhibitors, primary screen, A673 cells, NR0B1 luciferase, luminescence, MLPCN library. viability-normalised. inhibition, % at 12.6 µM. 0.67% of 350,000 active. AID 651661, 2012;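 active = mean inhibition of at least 50% after viability correction, with every replicate also passing that limit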;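 note: firefly luciferase signal divided by Alamar Blue viability fluorescence both relative to DMSO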
# miR122 inh: miR-122 Renilla sensor signal increase in Huh7, primary screen, miR-122 inhibitor project, cell-based, single point, plate reader. Huh7 miR-122 Renilla luciferase sensor, 48 h; neutral wells = 0, positive control = 100. 0.3% of 340,000 active. AID 602342, 2012. activation (reporter increase), % at 12.5 µM;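 active = mean replicate activation score at least 90 and every replicate individually at or above 90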;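 note: higher luciferase means less miR-122 activity so hits act as miR-122 inhibitors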
# PGC1a acetyl inh: inhibitors of PGC1a acetylation signal, primary screen, cell-based, U2OS, AlphaScreen, inhibitor mode; AlphaScreen anti-acetyl-lysine; with virally co-expressed GCN5 acetyltransferase; AID 651687, 2012; 0.17% of 350,000 active; inhibition, % at 15.6 µM;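 active = every replicate shows inhibition of at least 40%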;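 note: 0% = neutral control wells and 100% = positive control wells; some results beyond the cut were filed as inactive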
# * hit, by the source's call; x = no result given; [ ] = remark or other dose. The order is random; 2.5% or so of the library scored in one or more.
SMILES,Cneo AK release,Casp6 inh,LGR2 inh,FN deposit inh,PAX8 inh HTS,EWS-Fli block,miR122 inh,PGC1a acetyl inh
O=C(CSc1nc2ccccc2c(=O)n1-c1ccc(F)c(Cl)c1)Nc1ccc2c(c1)CCC2,0,-1,-14,x,-22,-4,-3,-1
COCC#Cc1ccc([C@@H]2[C@@H](CO)N3C(=O)CN(C(=O)Nc4ccccc4F)C[C@@H]23)cc1,x,1,-19,-7,x,3,x,0
N=c1sccn1CC(=O)NCCc1ccc(Cl)cc1,0,x,x,2,x,x,5,-1
CN(CC(=O)NC1CC(C)(C)NC(C)(C)C1)S(=O)(=O)c1ccc(Br)cc1,-1,-5,-1,x,1,x,x,x
S=c1oc(-c2ccncc2)nn1CCc1ccncc1,-2,x,x,-4,5,x,-8,6
COc1ccc(OC(C)C(=O)Nc2cccnc2)cc1 (stereo unspecified),-1,x,x,6,x,x,-4,1
c1ccc(Cn2nnc3c(Nc4ccc5c(c4)OCO5)nc(C4CC4)nc32)cc1,x,x,4,-10,x,x,-3,2
Cc1cc(C)c2cc(C#N)c(SCC(=O)Nc3ccc4c(c3)OCO4)nc2c1,x,0,10,7,20,0,x,0
CC(=O)C1=C(C)NC(=S)NC1c1cc([N+](=O)[O-])ccc1O (stereo unspecified),20,4,1,1,10,17,-1,5
C[C@H](CO)N1C[C@H](C)[C@@H](CN(C)CC2CC2)Oc2ccc(NC(=O)c3ccncc3)cc2CC1=O,4,x,-2,4,-30,0,-1[16.7 µM],1
O=C(Nc1ccc(Oc2ccccc2)nc1)C1CCCCN1Cc1cccc(OCCO)c1 (stereo unspecified),1,-7,-12,-4,24,x,0,7
CCCOc1ccc(CC(=O)N/N=C\c2ccc(F)cc2)cc1,-1,-2,6,3,26,-19,-2,-22
Cc1cc([N+](=O)[O-])nn1CC(=O)NCc1ccc(Cl)cc1,-1,-1,2,-3,18,14,1,-10
Cc1cc(C=O)c(C)n1-c1ccc(N2CCOCC2)c([N+](=O)[O-])c1,x,1,21,2,16,7,x,-4
CCCCC(=O)Nc1cnc(NC(=O)c2cccs2)cc1C,-2,0,-18,11,-102,-68,2,3
CC=Cc1ccc2n(c1=O)C[C@H]1[C@H](CO)[C@@H](C(=O)NCCc3ccncc3)[C@@H]2N1CCc1ccccc1 (mixture of isomers),x,3,-13,x,1,-6,x,x
COc1ccccc1CNC(=O)c1ccc2c(=O)n3c(nc2c1)CCCCC3,12,0,2,-4,-1,-31,0,2
O=C(N/N=C/c1ccc(Cl)cc1Cl)c1ccncc1,2,-1,-5,-3,-7,-42,-3,6
Cc1[nH]c2ccc(C(=O)OCCN(C)C)cc2c1C,3,x,-6,x,x,x,-6,-3
Cc1cc(=O)oc2cc(OCC(=O)NCCCN3CCCC3=O)ccc12,3,-1,3,0,-12,8,2,-25
CCN1CCN(C(=S)NCc2ccc(C)cc2)CC1,2,-2,-3,-10,-8,1,-1,6
Cc1nnc(NC(=O)CCCCCN2C(=O)C3C4C=CC(C4)C3C2=O)s1 (stereo unspecified),1,-5,5,-2,11,5,-19,-8
O=C(CN1CCN(C(c2ccccc2)c2ccccc2)CC1)NC(=O)NCc1ccco1,0,x,x,-12,x,x,-4,6
C/C(=N\NC(=O)C(N)=O)c1ccc2c(c1)OCCO2,x,0,6,x,17,1,x,x
CCCC(c1nnnn1Cc1ccco1)N1CCN(c2ccccc2)CC1 (stereo unspecified),x,5,4,0,24,11,x,-1

# Record cards, from the list above. Order of screens: Cneo AK release	Casp6 inh	LGR2 inh	FN deposit inh	PAX8 inh HTS	EWS-Fli block	miR122 inh	PGC1a acetyl inh
# Shown for `COc1ccccc1CNC(=O)c1ccc2c(=O)n3c(nc2c1)CCCCC3` → 12	0	2	-4	-1	-31	0	2
# Shown for `O=C(CN1CCN(C(c2ccccc2)c2ccccc2)CC1)NC(=O)NCc1ccco1` → 0	x	x	-12	x	x	-4	6
# Shown for `S=c1oc(-c2ccncc2)nn1CCc1ccncc1` → -2	x	x	-4	5	x	-8	6

# The listing picks up; the 6 compounds before the break are reprinted first.
SMILES,Cneo AK release,Casp6 inh,LGR2 inh,FN deposit inh,PAX8 inh HTS,EWS-Fli block,miR122 inh,PGC1a acetyl inh
Cc1cc(=O)oc2cc(OCC(=O)NCCCN3CCCC3=O)ccc12,3,-1,3,0,-12,8,2,-25
CCN1CCN(C(=S)NCc2ccc(C)cc2)CC1,2,-2,-3,-10,-8,1,-1,6
Cc1nnc(NC(=O)CCCCCN2C(=O)C3C4C=CC(C4)C3C2=O)s1 (stereo unspecified),1,-5,5,-2,11,5,-19,-8
O=C(CN1CCN(C(c2ccccc2)c2ccccc2)CC1)NC(=O)NCc1ccco1,0,x,x,-12,x,x,-4,6
C/C(=N\NC(=O)C(N)=O)c1ccc2c(c1)OCCO2,x,0,6,x,17,1,x,x
CCCC(c1nnnn1Cc1ccco1)N1CCN(c2ccccc2)CC1 (stereo unspecified),x,5,4,0,24,11,x,-1
COc1ccc(NC(=O)Nc2ccc3c(c2)C(=O)N([C@H](C)CO)C[C@@H](C)[C@H](CN(C)Cc2ccc(Cl)c(Cl)c2)OCCCC[C@@H](C)O3)cc1,5,-1,3,x,58,3,1[16.7 µM],-1
CCOc1ccc(S(=O)(=O)Nc2ccc(S(=O)(=O)Nc3cc(OC)ccc3OC)cc2)cc1,3,x,2,-6,x,x,x,2
O=C(OCC(=O)c1ccc(Cl)s1)c1ccc2ccccc2n1,-3,-7,x,-8,0,9,-1,4
COCC(=O)N1CCC(Oc2ccc(C(=O)N[C@H](C(=O)OC)C(C)C)cc2)CC1,-2,-1,-4,-1,15,3,4,8
CC(Oc1ccc2c3c(c(=O)oc2c1)CCC3)C(=O)NCCN1CCOCC1 (stereo unspecified),-1,-4,-1,9,-2,-8,-5,-6
COc1ccc(-n2nnnc2C(C2CC2)N2CCN(C/C=C/c3ccccc3)CC2)cc1 (stereo unspecified),6,0,4,x,18,-2,-9,3
COc1ccc(OC)c(C(=O)Nc2c(O)ccc3ccccc23)c1,x,1,x,0,19,-12,x,x
CCS(=O)(=O)Nc1ccc2c(c1)C(=O)N(C)C[C@@H](OC)[C@@H](C)CN(C(=O)c1ccc3c(c1)OCO3)[C@H](C)CO2,x,x,23,0,x,4,x,-1
COc1ccc(CNC(=O)CN(C)CC(=O)Nc2ccccc2Br)cc1,-1,-3,4,-1,-6,2,-2,5
CC(C)NC(=O)N1CC(=O)N2[C@@H](CO)[C@H](c3ccc(C#CCN(C)C)cc3)[C@@H]2C1,x,-24,-10,x,-17,3,x,10
CC1=C(C(=O)Nc2ccccc2C)C(c2ccccc2)NC(=O)N1 (stereo unspecified),0,1,0,-5,17,3,-3,-5
CC(NC(=O)c1ccco1)C1CCCO1 (stereo unspecified),-1,x,x,-7,x,x,-2,5
COc1ccccc1C(=O)N1C[C@@H]2[C@H](c3ccccc31)[C@H](CO)N2C(=O)Nc1ccccc1,-1,1,-7,x,10,10,21[16.7 µM],-2
CC(C)C[C@H]1CN([C@@H](Cc2ccc(O)cc2)CN2CCC[C@H]2CN2C(=O)C(=O)NC[C@@H]2Cc2ccc(O)cc2)C(=O)C(=O)N1CCc1ccccc1,x,8,-3,13,3,9,x,x
COc1ccc(N2CC(C(=O)N3CCN(C)CC3)CC2=O)cc1 (stereo unspecified),-5,-3,4,-2,0,-6,-11,7
CN1CCN(c2ccc(NC(=O)c3ccc([N+](=O)[O-])o3)cc2Cl)CC1,-5,0,-41,8,82*,30,x,x
CCCCCCCCN1C(=O)[C@@H](CC(=O)N2CCCC2)C[C@@]2(C(=O)OC)C1=C[C@H](C(C)(C)C)O[C@@H]2C,x,-1,5,-6,32,30,x,x
Cc1cc(S(=O)(=O)Nc2ccc(C(=O)NCCN3CCOCC3)cc2)ccc1F,4,-8,5,3,-20,-1,3,-4
O=C(NC(=S)Nc1ccc(S(=O)(=O)Nc2nccs2)cc1)c1ccc(Br)o1,x,2,-15,x,4,16,x,x
CSc1cccc(NC(=O)Cc2ccccc2[N+](=O)[O-])c1,x,2,-5,8,-8,-8,x,x
Cc1[nH]nc2c1C(C(C)c1ccccc1)C(C#N)=C(N)O2 (stereo unspecified),x,2,x,8,-1,12,x,-3
O=C(NCCN1C(=O)S/C(=C\c2ccccc2F)C1=O)C1=COCCO1,x,-7,1,-10,8,38,x,x
CC(C)NC(=O)Nc1ccc2c(c1)C(=O)N([C@@H](C)CO)C[C@H](C)[C@H](CN(C)CC1CCCCC1)O2,-4,-6,-7,x,-5,-12,2[16.7 µM],x
COc1ccccc1OCCC(=O)OCC(=O)Nc1cc(S(=O)(=O)N(C)C)ccc1Cl,-2,2,x,7,-1,-10,-3,-2
CCC(C)C(NC(=O)OCc1ccccc1)C(=O)NCC(c1ccccc1)N(C)C (stereo unspecified),0,-1,-6,1,20,11,-8,1

# Quoted from the listing.
# COc1ccc(N2CC(C(=O)N3CCN(C)CC3)CC2=O)cc1 (stereo unspecified) in PGC1a acetyl inh: 7
# CC(NC(=O)c1ccco1)C1CCCO1 (stereo unspecified) in FN deposit inh: -7

# (continued)
SMILES,Cneo AK release,Casp6 inh,LGR2 inh,FN deposit inh,PAX8 inh HTS,EWS-Fli block,miR122 inh,PGC1a acetyl inh
COc1cccc(-n2nnc3c(=O)n(CC(=O)Nc4ccccc4C)cnc32)c1,-5,-1,10,-4,-9,3,3,x
Cn1cnc(S(=O)(=O)N2CCCCN3[C@@H](CO)[C@@H](c4ccc(-c5ccccc5)cc4)[C@@H]3C2)c1,2,-1,-4,x,-29,-13,-1[16.7 µM],-1
CCOC(=O)CC1COCCN1Cc1cn(C)nc1-c1ccccc1F (stereo unspecified),x,-2,-10,-16,1,4,x,x
CC(C)Oc1ccc(C(=O)Nc2c3c(nn2C(C)(C)C)CS(=O)(=O)C3)cc1,-4,-4,4,-5,-17,x,-5,2
Cc1ccccc1NS(=O)(=O)c1nnc(NC(=O)c2ccc(Br)cc2)s1,3,0,-12,8,1,x,-10,-2
CCN(CC)C(=O)[C@H]1C[C@H](CC(=O)NCC23CC4CC(CC(C4)C2)C3)C(=O)N2CCc3c([nH]c4cc(CCC(=O)N(C)C)ccc34)[C@]12C,-2,6,x,3,8,1,-12,-41
CC(C)NC(=O)NCC[C@H]1CC[C@@H](NC(=O)Nc2ccccc2)[C@@H](CO)O1,15,0,-11,6,0,-6,-5[16.7 µM],5
CC(=O)N(C)C[C@H]1Oc2ncc(C#Cc3cccnc3)cc2C(=O)N([C@H](C)CO)C[C@H]1C,4,7,-13,5,x,5,-2[16.7 µM],5
C/C(=N/NS(=O)(=O)c1ccc(F)cc1)c1ccncc1,-1,-9,-16,6,-2,-6,-3,2

# Assay outcomes as filed in PubChem.
